# GIRK2 activator = activators of NPY4-receptor-primed GIRK2 channels, summary, cell-based, HEK293, thallium flux | activation (% efficacy), % for hits at 37.5 µM | 34,000 tested, under 10 active | G protein-activated inward rectifier potassium channel 2 (Homo sapiens), P48051 | HEK293 GIRK2/NPY4 cells, thallium flux fluorescence;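 active = primary screen hit, no activity in plain HEK293 cells, and in GIRK2-only cells above 5% efficacy rising with concentration; inactive = the rest, including fluorescent compounds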;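 also: efficacy is normalized control-subtracted fluorescence 15 s after thallium addition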
# Target sequence (P48051 whole entry, looked up): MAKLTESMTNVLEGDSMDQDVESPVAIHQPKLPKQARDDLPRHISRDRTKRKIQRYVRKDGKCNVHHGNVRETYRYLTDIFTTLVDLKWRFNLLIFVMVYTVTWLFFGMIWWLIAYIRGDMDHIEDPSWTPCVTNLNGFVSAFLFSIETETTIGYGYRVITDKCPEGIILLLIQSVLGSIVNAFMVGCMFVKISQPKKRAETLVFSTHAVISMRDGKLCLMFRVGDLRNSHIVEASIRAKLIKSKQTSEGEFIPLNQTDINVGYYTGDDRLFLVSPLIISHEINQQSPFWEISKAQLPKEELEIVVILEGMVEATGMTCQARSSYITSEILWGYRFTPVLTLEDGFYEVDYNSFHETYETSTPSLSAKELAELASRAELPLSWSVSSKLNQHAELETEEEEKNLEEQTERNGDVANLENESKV
# Calls only; i = inactive.
SMILES | GIRK2 activator
CCCCOc1ccc(C(=O)Nc2ccc(N3CCCC3=O)c(C)c2)cc1 | i
O=C(CSc1nncc(-c2ccccc2)n1)c1ccc(Cl)cc1 | i
COc1cccc2cc(C(=O)NCC(C)(O)c3ccc4c(c3)OCO4)oc12 (configuration not stated) | i
O=C(Nc1ccc2ncsc2c1)c1cc(Cl)ccc1Cl | i
COc1ccc(NC(=O)Cn2cnc3c(sc4cccc(F)c43)c2=O)cc1OC | i
O=C(Nc1ccc(SCCN2CCOCC2)nn1)c1ccco1 | i
CC(C)Oc1ccc(C(=O)Nc2nn(C)c3c2C(C)CC(=O)N3)cc1 (configuration not stated) | i
O=C(NCC(O)(c1cccs1)C1CC1)C(=O)Nc1ccc(OC(F)(F)F)cc1 (configuration not stated) | i
COc1ccc(NC(=O)C(=O)NCC2CCN(C)CC2)c(OC)c1 | i
CCOc1ccc(/C=C/C(=O)Nc2cccc(Cl)c2C)cc1 | i
CS(=O)(=O)N1CCN(Cc2nnnn2-c2ccc(Cl)cc2)CC1 | i
CCOc1ccc(-c2cc(=O)n(CC(=O)Nc3ccc(-c4ccc(=O)[nH]n4)cc3)cn2)cc1 | i
COc1ccc(Cc2nnc(C3CCN(C(=O)Nc4ccc(OC)cc4)CC3)s2)cc1 | i
CC(C)C(=O)Nc1ccc(SCC(=O)Nc2ccc(F)c(F)c2)nn1 | i
COc1cc(OC)cc(C(=O)NCC2CCN(S(C)(=O)=O)CC2)c1 | i
CC(C)NC(=O)C(=O)Nc1cccc(N2CCCCC2=O)c1 | i
COc1ccc(CNC(=O)NCCCS(=O)(=O)N2CCN(c3ccccc3)CC2)cc1 | i
Cc1cc(NC(=O)C2CCN(C(=O)CSc3nc4ccccc4s3)CC2)no1 | i
CCOc1ccc(-c2ccc(N3CCN(C(=O)c4ccccc4C(=O)c4ccccc4)CC3)nn2)cc1 | i
Cn1nccc1C(=O)N(Cc1ccccn1)c1nc2ccc(Cl)cc2s1 | i
Cc1ccsc1C(O)CNC(=O)CSc1ccc(F)cc1 (configuration not stated) | i
CCOC(=O)c1ccc(NC(=O)c2ccc(=O)n(Cc3ccc(C(F)(F)F)cc3)c2)cc1 | i
COCCN1CCC(CNC(=O)Nc2ccccc2)CC1 | i
COc1cc(NC(=O)N2CCN(c3ccc4nncn4n3)CC2)cc(OC)c1 | i
COc1cc(NC(=O)c2sccc2N(C)S(=O)(=O)c2ccccc2)cc(OC)c1OC | i
Cn1c(=O)c(C(=O)Nc2ccc(S(N)(=O)=O)cc2)cc2cccnc21 | i
COc1ccc(S(=O)(=O)CC(=O)N2CCNC(=O)C2(C)C)cc1 | i
COc1ccc(CCNC(=O)C(=O)Nc2ccc3c(c2)N(S(C)(=O)=O)CCC3)cc1OC | i
CS(=O)(=O)Nc1cccc(NC(=O)Cn2cnc(-c3cccs3)cc2=O)c1 | i
Cc1ccc(S(=O)(=O)N2CCC(C(=O)Nc3nc(-c4ccc5c(c4)OCCO5)cs3)CC2)cc1 | i

# A draw from above in order of number of heavy atoms, low to high:
SMILES | GIRK2 activator
COc1ccc(S(=O)(=O)CC(=O)N2CCNC(=O)C2(C)C)cc1 | i
Cn1nccc1C(=O)N(Cc1ccccn1)c1nc2ccc(Cl)cc2s1 | i
COc1cc(NC(=O)c2sccc2N(C)S(=O)(=O)c2ccccc2)cc(OC)c1OC | i
CCOc1ccc(-c2ccc(N3CCN(C(=O)c4ccccc4C(=O)c4ccccc4)CC3)nn2)cc1 | i

# (cont.)
SMILES | GIRK2 activator
O=C(NCCCCN1CCOC(c2ccccc2)C1)c1cccs1 (configuration not stated) | i
O=C(NCC1CCN(S(=O)(=O)C2CC2)CC1)C1COc2ccccc2O1 (configuration not stated) | i
CC(=O)Nc1ccc(C(=O)/C=C/N(C)C)c(O)c1 | i
COc1ccccc1OCC(=O)NCC1(O)CCCC1 | i
O=C(C1CC2C=CC1C2)N1CCc2cc(S(=O)(=O)NC3CCCC3)ccc21 (configuration not stated) | i
O=C(NCCn1ncc2c(N3CCCC3)ncnc21)c1ccccc1 | i
Cc1ccc(NC(=O)C2C(C)Nc3ncnn3C2c2ccccc2F)c(C)c1 (configuration not stated) | i
CC(NC(=O)C(=O)NCC(O)Cc1ccccc1)c1ccccc1 (configuration not stated) | i
COc1cn(CC(=O)N2CCCc3ccccc32)c(CSc2ncccn2)cc1=O | i
Cc1cc(NC(=O)Cn2c(C)cc(C)c(S(=O)(=O)c3ccccc3)c2=O)ccc1Br | i
Cc1ccc2sc(N(Cc3ccccc3)C(=O)C3CCCN3S(C)(=O)=O)nc2c1C (configuration not stated) | i
O=S(=O)(c1ccc(I)cc1)n1cccn1 | i
O=C(Nc1nnc(Cc2cccs2)o1)C1CCCCC1 | i
O=C(NCCn1ncc2c(N3CCCCC3)ncnc21)C1CCCC1 | i
Cn1nnc2c(N3CCN(C(=O)Nc4c(F)cccc4F)CC3)ncnc21 | i
CC1CS(=O)(=O)N(c2ccc(S(=O)(=O)Nc3ccccc3C(C)C)cc2)C1=O (configuration not stated) | i
COc1cccc(OCC(=O)Nc2ccc3c(c2)N(C(=O)c2ccco2)CC3)c1 | i
COCCN1CCC(CNC(=O)C(=O)NC(C)c2ccccc2)CC1 (configuration not stated) | i
Cc1ccc(C(CNC(=O)COc2ccc3ccccc3c2)N2CCOCC2)cc1 (configuration not stated) | i
CS(=O)(=O)N1CCCc2cc(NC(=O)c3ccc([N+](=O)[O-])cc3Cl)ccc21 | i
Cc1ccc(Oc2ccc(NC(=O)Cc3ccc(Cl)cc3)cc2)nn1 | i
COc1ccc2nc(-c3ccc(NC(=O)c4cccc(Cl)c4)cc3)cn2n1 | i
O=C(c1ccc2c(c1)OCO2)N1CCN(c2nccn2-c2cccc(Cl)c2)CC1 | i
O=C(NCC1CCN(C(=O)c2ccccc2F)CC1)C(=O)Nc1cc2c3c(c1)CC(=O)N3CCC2 | i
CCOC(=O)C1=C(C)N=c2s/c(=C/c3cnn(C)c3C)c(=O)n2C1c1ccc(OC)c(OC)c1 (configuration not stated) | i
CCOc1ccc2ncc(C#N)c(Nc3cc(OC)cc(OC)c3)c2c1 | i
Cc1ccc(NC(=O)c2nc(-c3cnccn3)no2)cc1F | i
CN(C)C(=O)Cc1ccc(NC(=O)Cc2ccc(-c3ccccc3)cc2)cc1 | i
Cc1nnc(C2CCN(C(=O)NCc3cccs3)CC2)s1 | i
Cc1cccc(-c2noc(-c3cn(CC(=O)Nc4ccccc4C)c4nc(C)ccc4c3=O)n2)c1 | i
Cc1cccc(N2CC(O)Cn3c2nc2c3c(=O)n(CCN3CCCCC3)c(=O)n2C)c1 (configuration not stated) | i
CSCCC(C)(O)CNC(=O)c1cc(C)ccc1C (configuration not stated) | i
CCSc1nnc(NC(=O)c2cc(=O)c(OCc3ccccc3)co2)s1 | i
COc1ccc(COCC(O)CN2CCOCC2)cc1OC (configuration not stated) | i
COc1ccc(NC(=O)CN2N=NC3C(=O)N(c4ccc(Cl)cc4)C(=O)C32)cc1OC (configuration not stated) | i
CC(=O)Nc1cccc(NC(=O)CSc2c(C)cnc3c2c(=O)n(C)c(=O)n3C)c1 | i
CC(NC(=O)C1CCN(c2cc(Oc3ccccc3)ncn2)CC1)c1ccc(F)cc1 (configuration not stated) | i
COc1ccc(S(=O)(=O)NCCN2CCOC(c3ccccc3)C2)c(C)c1 (configuration not stated) | i
CC(=O)c1cccc(NC(=O)c2nnn(-c3ccccc3)c2C(C)C)c1 | i
CCOc1ccc(C2=NN3C(C2)c2ccccc2OC3c2cccnc2)cc1 (configuration not stated) | i
CCc1ccc(OCCCn2c(CNC(=O)c3ccco3)nc3ccccc32)cc1 | i
O=C(NCC1CCN(C(=O)c2ccncc2)CC1)C(=O)Nc1cccc(F)c1 | i
O=C(CN1CCN(c2nccn2-c2cccc(Cl)c2)CC1)NCCc1ccccc1 | i
O=C1CCS(=O)(=O)N1c1ccc(S(=O)(=O)NCCN2CCOCC2)cc1 | i
Cc1nnc2ccc(N3CCN(S(=O)(=O)c4ccc(C(F)(F)F)cc4)CC3)nn12 | i

# Fetched by compound from the list above:
SMILES | GIRK2 activator
CC(NC(=O)C1CCN(c2cc(Oc3ccccc3)ncn2)CC1)c1ccc(F)cc1 (configuration not stated) | i
Cc1nnc2ccc(N3CCN(S(=O)(=O)c4ccc(C(F)(F)F)cc4)CC3)nn12 | i

# Later entries.
SMILES | GIRK2 activator
Cn1c(-c2ccccc2)nn(CCNS(=O)(=O)/C=C/c2ccccc2)c1=O | i
CCOC(=O)CNC(=O)CSc1ccnc2c1c(=O)n(C)c(=O)n2C | i
O=C(COc1ccc(Cl)cc1Cl)NCCNc1ccc(Nc2ccncc2)nn1 | i
Cc1ccc(N(C)C(=O)c2cccnc2)c(C(=O)O)c1 | i
CC(C)c1ccc(S(=O)(=O)N2CCCC(c3nc(-c4cccc(F)c4)no3)C2)cc1 (configuration not stated) | i
COC(=O)C1Cc2ccc(C)cc2C(=O)O1 (configuration not stated) | i
CSc1cccc(NC(=O)Cn2c(=O)n(C(C)C)c(=O)c3nscc32)c1 | i
C#CCSc1nnc(-c2cn(C)nc2OC)n1CCOC | i
O=C(NCC1CCN(c2ncccn2)CC1)c1ccc(Br)o1 | i
COc1cn(CC(=O)NCc2ccc3c(c2)OCO3)c(CSc2ncccn2)cc1=O | i
CC(=O)N1CCN(c2oc(-c3cccc(Cl)c3)nc2S(=O)(=O)c2ccccc2)CC1 | i
O=C(NCCC(O)c1ccco1)Nc1ccc2c(c1)OCO2 (configuration not stated) | i
Cc1cc(S(=O)(=O)NCC(c2cccn2C)N2CCc3ccccc3C2)ccc1F (configuration not stated) | i
CC(C)c1nnc(C2CCN(C(=O)c3ccc(-n4cccc4)cc3)CC2)o1 | i
COC(=O)c1cc(-c2ccc(OC)cc2OC)n[nH]1 | i
COCCn1c(C(=O)Nc2ccccc2C(=O)OC)cc2c(=O)n(C)c(=O)n(C)c21 | i
COc1ccc(S(=O)(=O)Nc2ccc3c(c2)N(C(=O)c2cccs2)CC3)cc1 | i
COc1ccc(Cl)c(NC(=O)c2nnn(-c3cccc(Cl)c3)c2N)c1 | i
C=CCN1C(=O)CC(Nc2ccc(F)cc2)C1=O (configuration not stated) | i
CSc1ccccc1NC(=O)Cc1csc(NC(=O)c2ccc(=O)[nH]c2)n1 | i
COC(=O)CN1N=C(C(C)(C)C)Cn2c1nc1c2c(=O)n(CC(=O)OC)c(=O)n1C | i
O=C(NCc1nc(-c2ccccc2)no1)C(=O)NCc1ccccc1Cl | i
Cc1cc(C)c(C(=O)NCC2CCN(C)CC2)c(C)c1 | i
O=C(CSc1ccc(NC(=O)c2cccs2)nn1)Nc1nccs1 | i
COc1ccc(-c2csc(Cc3nc(-c4ccc(F)cc4)no3)n2)cc1OC | i
COC(=O)c1ccc(NC(=O)c2ccc(S(=O)(=O)Nc3ccc4c(c3)OCO4)o2)cc1 | i
O=C(NCc1cccs1)Nc1ccc(CC(=O)N2CCCC2)cc1 | i
CCc1ccc(OCCS(=O)(=O)Nc2nc(C)c(C)s2)cc1 | i
O=C(COc1ccccc1)N1CCC2(CC1)NC(=O)N(CCc1ccccc1)C2=O | i
COc1cc(OC)cc(C(=O)Nc2ccc(-c3cn4nc(OC)ccc4n3)cc2)c1 | i
COc1ccc(-n2nc3c(c2NC(=O)C(=O)NCC2CCCO2)CS(=O)(=O)C3)cc1 (configuration not stated) | i
CC(C)(C)n1nc2c(c1NC(=O)C(=O)N1CCC(C(N)=O)CC1)CS(=O)(=O)C2 | i
O=C(Cc1cc(-c2cccs2)on1)N1CCCCC1 | i
Cc1cc(NC(=O)CCS(=O)(=O)c2ccccc2)n(C)n1 | i
O=C(NCCC1=CCCCC1)C(=O)NCC1CCN(C(=O)/C=C/c2ccco2)CC1 | i
CC(=O)c1cccc(NC(=O)CSc2nccn3nc(-c4ccc(C)cc4)cc23)c1 | i
CCOc1ccc2ccccc2c1C(=O)NCC(O)(c1ccco1)C1CC1 (configuration not stated) | i
COc1cccc(C(=O)NCC2COC3(CCCCC3)O2)c1OC (configuration not stated) | i
CSc1cccc(NC(=O)CSc2nc3ccsc3c(=O)n2Cc2ccc3c(c2)OCO3)c1 | i
COc1ccc(-c2cc(CC(=O)Nc3ccon3)no2)cc1 | i
Cc1cc(NC(=O)C2CCN(C(=O)CSc3nnnn3C)CC2)no1 | i
O=C(c1csc(Nc2ccccc2)n1)N1CCN(Cc2ccc3c(c2)OCO3)CC1 | i
Cc1c(C)n2c3c(=O)n(CC(N)=O)c(=O)n(C)c3nc2n1C(C)C | i
COc1cccc(-c2cc(CC(=O)Nc3ccccc3-c3ccccc3)no2)c1 | i
O=C(Nc1nc2cc3c(cc2s1)OCCO3)c1ccno1 | i

# An excerpt of these results, field by field.
O=C(NCCC1=CCCCC1)C(=O)NCC1CCN(C(=O)/C=C/c2ccco2)CC1
  GIRK2 activator: i

CC(=O)c1cccc(NC(=O)CSc2nccn3nc(-c4ccc(C)cc4)cc23)c1
  GIRK2 activator: i

# Going on with the list.
SMILES | GIRK2 activator
CC(C)N1CCC(CNC(=O)C(=O)Nc2ccc(C(F)(F)F)cc2)CC1 | i
Cc1[nH]c(=O)[nH]c(=O)c1CC(=O)NCCOc1ccc(F)cc1 | i
CSCCC(C)(O)CNC(=O)C(C)(C)Oc1ccc(Cl)cc1 (configuration not stated) | i
CCCS(=O)(=O)N1CCN(c2cc(-n3ccnc3)ncn2)CC1 | i
CCNC(=O)C1Cc2ccccc2N1C(=O)/C=C\c1ccc(OC)c(OC)c1 (configuration not stated) | i
CCCCc1nc(C(N)=O)c2[nH]c(=O)n(-c3ccc(C)c(C)c3)c2n1 | i
CCN(CC)S(=O)(=O)c1ccc(C(=O)Nc2nnc(Cc3cccs3)o2)cc1 | i
CS(=O)(=O)NCCOc1ccc2nnc(-c3ccccc3)n2n1 | i
COC(=O)c1ccc(NC(=O)Cn2cnc(C(C)C)cc2=O)cc1 | i

# Screening results as filed in PubChem.

# This is a subset. The share of hits here may be higher or lower than overall.
